14-3-3 PPI: modulators of 14-3-3 gamma protein binding, primary screen, biochemical, fluorescence polarization; 14-3-3 protein gamma (Homo sapiens), P61981; inhibition, % at 40 µM; AID 422, 2006; FP, 14-3-3gamma / TMR-pS259-Raf peptide binding; 160,000 tested, 0.19% active; in the data active means inhibition above about 30%;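 further: 0% = protein plus tracer without compound and 100% = blank with tracer alone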
Target sequence (P61981 whole entry, looked up): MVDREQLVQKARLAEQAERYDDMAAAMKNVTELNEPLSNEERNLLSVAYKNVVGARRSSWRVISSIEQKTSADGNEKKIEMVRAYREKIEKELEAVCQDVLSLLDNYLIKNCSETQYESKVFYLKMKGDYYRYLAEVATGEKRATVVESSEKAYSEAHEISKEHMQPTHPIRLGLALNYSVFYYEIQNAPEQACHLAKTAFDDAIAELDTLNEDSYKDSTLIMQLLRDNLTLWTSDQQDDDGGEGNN
* hit, by the source's call; & = joins results of further samples. A portion of the library (hit frequency here may not be typical).

Molecule	14-3-3 PPI
CCCCNS(=O)(=O)c1cccc2cccnc12	-0.8
COc1cccc(CNC(=O)C2CCCN(S(=O)(=O)N3CC(C)CC(C)C3)C2)c1 (configuration not stated)	0.3
Cc1ccc2[nH]c3c(=O)n(C)cnc3c2c1	-7.8
Cc1cc(NC(=O)CSc2ccc3nnc(-c4ccccn4)n3n2)no1	5.6
C#CCN(CC#C)c1cccc(Cl)c1	-2.9
CCC(=O)N1CCc2cc(Br)cc(S(=O)(=O)NCCCOC(C)C)c21	-4.3
O=C(c1ccc2c(c1)OCCO2)C1CCN(S(=O)(=O)c2cccc(F)c2)CC1	-8.8
COc1ccc(C2N(C(=O)CN3CCN(C)CC3)CCN2S(=O)(=O)c2ccc(C)cc2)cc1 (configuration not stated)	-1.7
O=S(=O)(c1cccc2c(S(=O)(=O)N3CCCC3)cccc12)N1CCCC1	-9.1
Cc1c(C)[n+](=O)c(-c2ccco2)c(C)n1[O-]	-2.0
O=C(CCNC(=O)c1ccccc1F)NCCc1ccccc1	2.5
O=C1C2C3C=CC(C2C(=O)N1c1ccc(O)cc1)C1C2C(=O)N(c4ccc(O)cc4)C(=O)C2C31 (configuration not stated)	63.7*
O=C(O)Cn1cnc([N+](=O)[O-])c1	-2.5
O=C(O)C1C2C=CC3(CN(Cc4ccccc4Cl)C(=O)C13)O2 (configuration not stated)	-8.5
CCOC(=O)C1(C)NC(c2ccc(OC)cc2OC)C2C(=O)N(c3cccc(OC)c3)C(=O)C21 (configuration not stated)	1.3
COc1ccc2oc(=Nc3cccc(F)c3)c(-c3nc4ccccc4[nH]3)cc2c1	-2.9

Fetched by compound from the list above, five records:
Molecule	14-3-3 PPI
O=C(O)Cn1cnc([N+](=O)[O-])c1	-2.5
CCOC(=O)C1(C)NC(c2ccc(OC)cc2OC)C2C(=O)N(c3cccc(OC)c3)C(=O)C21 (configuration not stated)	1.3
Cc1c(C)[n+](=O)c(-c2ccco2)c(C)n1[O-]	-2.0
O=S(=O)(c1cccc2c(S(=O)(=O)N3CCCC3)cccc12)N1CCCC1	-9.1
COc1ccc2oc(=Nc3cccc(F)c3)c(-c3nc4ccccc4[nH]3)cc2c1	-2.9

Next part
Molecule	14-3-3 PPI
C=CCOC(=O)C1=C(C)Nc2nnnn2C1c1cccc(OC)c1OC (configuration not stated)	-7.1
COc1c(C)cc(Br)cc1C(=O)Nc1cccc(NC(=O)c2ccco2)c1	-10.1
Cc1ccc(NC(=O)CCS(=O)(=O)c2ccc(Br)cc2)c(Cl)c1	-4.2
CCn1cc(C(=O)N(C)c2ccc(OC)cc2OC)c2cc(OC)c(OC)cc2c1=O	3.3
COc1ccc2c(c1)c(C(C)=O)c(C)n2-c1cccc(Br)c1	-8.7
CC(C)(C)NC(=O)CCN1C(=O)c2ccccc2C1=O	-3.9
Cc1cc(C)c2c(=O)[nH]c(SCc3ccccc3)nc2n1	-35.8
CCC(C)NC(=O)C1c2ccccc2C(=O)N1CCc1ccc(C)cc1 (configuration not stated)	-6.1
CC(NC(=O)Nc1ncccn1)(C(F)(F)F)C(F)(F)F	-3.3&4.7
CC1(C)CC(=O)c2sc(NC(=O)c3cc4cc([N+](=O)[O-])ccc4s3)nc2C1	-4.2
CC1CCCN(S(=O)(=O)c2coc(C(N)=O)c2)C1 (configuration not stated)	-0.6
Cc1ccc(N2C(=S)NC3CC2(C)Oc2ccccc23)cc1 (configuration not stated)	8.4
CCNc1nnc(-c2ccncc2)s1	-3.3
CCN(CC)c1ccc(N2C(=O)C3C4CC(C(Br)C4Br)C3C2=O)cc1 (configuration not stated)	-14.4
COc1ccccc1CNCc1cc(OC)c(OC)cc1OC	-2.5&-1.7
N=c1c2c3c(sc2ncn1N)CCCCC3	-12.4
NCCCc1nc2c(ccc3ccccc32)[nH]1	-8.0
CCOc1ccc(C2N(c3cc(C)on3)C(=O)C3CCCN32)cc1OC (configuration not stated)	1.2
CCNC(=O)N1C(=O)C2(OCCO2)c2ccccc21	2.4
CCN(CC)CCNS(=O)(=O)c1ccc(Cl)cc1	-5.8
CC(=O)Nc1ccc(S(=O)(=O)N2CCN(C(=O)N3CCOCC3)CC2)cc1	0.8
CC(NC(=O)c1ccc(C(C)(C)C)cc1)C(=O)O (configuration not stated)	-5.2
Cc1ccc(OCCCC(=O)Nc2sc3c(c2C#N)CCC(C)C3)cc1 (configuration not stated)	-23.2
O=C(Nc1ccc(C(F)(F)F)cc1)c1cc(S(=O)(=O)NCCc2ccccc2)ccc1F	4.4
COc1ccc(C2C(C(=O)Nc3cccc(Cl)c3)c3ccccc3C(=O)N2Cc2ccc(F)cc2)cc1 (configuration not stated)	-0.4
Clc1cccc(N2CCN(Cc3cn4c(-c5cccc(Br)c5)nnc4s3)CC2)c1	-36.1
COCCOC(=O)C1=C(C)NC(=O)NC1c1cn(-c2ccccc2)nc1-c1ccc(OC)cc1 (configuration not stated)	-4.7
COc1ccc(NC(=O)c2ccco2)cc1NC(=O)c1cccs1	-7.4
CN(C)/C=C1\N=C(c2ccc3c(c2)OCO3)OC1=O	-3.1
O=C1c2ccccc2C(=O)N1CCc1nc(-c2ccccn2)no1	-4.7
O=C(O)CCCCCN=C1CCc2ccccc2N1	-6.3
Cc1ccc(C2/C(=C(\O)c3ccc4c(c3)OCCO4)C(=O)C(=O)N2CCCN(C)C)o1 (configuration not stated)	-12.7
CCN(CC)c1ccc(-c2cc(C#N)on2)cc1	40.8*
O=C1c2ccc(O)cc2C(=O)c2ccc(O)cc21	-12.0
CCn1c2ccccc2c2cc(C3Nc4ccccc4NC4=C3C(=O)CC(c3ccc(OC)c(OC)c3)C4)ccc21 (configuration not stated)	-0.6
Cc1ccc(CCNS(=O)(=O)c2cc(Br)cc3c2N(C(=O)C2CC2)CC3)cc1	-1.0
CCN(CC)c1ccc(NC(=O)CCS(=O)(=O)c2ccc(Br)cc2)c(C)c1	-12.1
C=CCn1c2ccccc2c2nnc(SCC(=O)NC(C(=O)OC)C(C)C)nc21 (configuration not stated)	-5.1
O=C1NC(Nc2nc3ccccc3s2)(C(F)(F)F)C(=O)N1C1CCCCC1 (configuration not stated)	-2.5
Cc1ccc(CNC(=O)c2ccc(Cn3nc(C)c(Cl)c3C)o2)cc1	-5.5
O=S(=O)(CCc1nc2ccccc2o1)c1ccc(Cl)c(Cl)c1	-7.3
CC(=O)c1sc(NC(=O)c2ccc(Cn3cc(Br)cn3)o2)nc1C	-11.2&-48.8
CCOC(=O)C1CCN(CC(=O)Nc2c(C(=O)OC)[nH]c3cccc(C)c23)CC1	1.4
CCCC1=NN(C(=O)c2ccc(C)cc2)C(O)(C(F)(F)F)C1 (configuration not stated)	-8.8
CCc1ccc2c(c1)c1nc3ccccc3nc1n2C	3.3
O=C1C2CCCCC2C(=O)N1c1ccc(N2CCN(CCO)CC2)c([N+](=O)[O-])c1 (configuration not stated)	3.6
CC(=O)c1c(N(C)C)ccnc1C(F)(F)F	7.2
N#Cc1c(NC(=O)Cn2cnc3ccccc3c2=O)oc(-c2ccccc2)c1-c1ccccc1	1.4
CCOc1ccc(/C(O)=C2/C(=O)C(=O)N(CCOCCO)C2c2ccc(F)cc2)cc1 (configuration not stated)	-4.5
O=C(NCC(O)c1ccccc1)C(=O)Nc1ccc(F)cc1 (configuration not stated)	-4.7
CCn1c(Cc2ccc(OC)cc2)nnc1SCC(=O)NC1CCCCC1	-4.5
O=C(CSc1nc2ncccc2[nH]1)NCc1ccccc1	1.7
CC(=O)c1cccc(NC(=O)c2sc3nc4c(cc3c2N)CCCCCC4)c1	-2.5
COC(=O)C1=C(C(=O)OC)SC2(S1)C(C(=O)OC)=C(C(=O)OC)SC1=C2c2cc(C)ccc2NC1(C)C	-14.1
O=C(CSc1ncn[nH]1)c1ccc(-c2ccccc2)cc1	-1.7
Nc1ccccc1-c1nnc(SCc2ccccc2F)[nH]c1=O	-0.5

Next part:
Molecule	14-3-3 PPI
O=C1CCC(=O)N1c1ccccc1-c1ccccc1	-1.2
Cc1ccc(Nc2nc(N)nc(CN3CCN(Cc4ccc5c(c4)OCO5)CC3)n2)cc1	0.2
CC(C)C1N(S(=O)(=O)c2ccccc2)CCN1S(=O)(=O)c1ccccc1	-10.7&-2.3
COc1ccc2nc(SCC(=O)Nc3ccc(S(=O)(=O)Nc4onc(C)c4C)cc3)[nH]c2c1	5.1
C=CCOC(=O)C1=C(C)Nc2ncnn2C1c1ccc(C)cc1 (configuration not stated)	4.6
Cn1cc(C(=O)N2CCC(C(N)=O)CC2)c2c3ccccc3n(C)c2c1=O	-8.0
O=C(CCCN1C(=O)c2cccc3cccc(c23)C1=O)N1CCN(c2ccc([N+](=O)[O-])cc2)CC1	-5.2
O=C(c1cccc(S(=O)(=O)N2CCOCC2)c1)N1CCCc2ccccc21	0.5

An excerpt of these results, field by field.
> Cc1cc(NC(=O)CSc2ccc3nnc(-c4ccccn4)n3n2)no1
  14-3-3 PPI: 5.6

> CC(=O)c1cccc(NC(=O)c2sc3nc4c(cc3c2N)CCCCCC4)c1
  14-3-3 PPI: -2.5

(more compounds)
Molecule	14-3-3 PPI
COc1ccc(C2=NN(S(C)(=O)=O)C(c3ccccc3F)C2)cc1 (configuration not stated)	-332.2
CCCOc1ccccc1C1NC(=S)NC(C)=C1C(=O)OCc1ccccc1 (configuration not stated)	-2.9
Cc1n[nH]c(C)c1S(=O)(=O)N1CCOCC1	1.5
COC(=O)c1cc(-c2ccc(OCc3ccccc3)c(OC)c2)no1	-3.1
CCCCCCCOC(=O)C1=C(C)Nc2nc3ccccc3n2C1c1ccc([N+](=O)[O-])cc1 (configuration not stated)	-3.3
Cc1ccc(NC(=O)C2C3NC(=S)NC2(C)Oc2ccc(Cl)cc23)c(C)c1 (configuration not stated)	-1.2
CCC1CCCCN1C(=O)c1cc2c(C)nn(-c3ccccc3)c2s1 (configuration not stated)	0.4
CN1c2ccccc2N(C)C1c1ccc(O)cc1	2.5
COc1ccc(N=Cc2cc(Br)ccc2O)c(OC)c1	-50.4
Cc1cc(O)cc(C)c1NC(=NS(=O)(=O)c1ccc(Br)cc1)c1ccccc1	-2.9
Cc1ccc(C(=O)O)cc1NS(=O)(=O)c1ccc2c(c1)c(=O)n(C)c(=O)n2C	-2.1
O=C(NCc1cccc(Cl)c1)c1cccc(-n2c(=S)[nH]c3ccccc3c2=O)c1	5.0
COc1ccc(CNC(=O)c2ccc(N3CC4CC(C3)c3cccc(=O)n3C4)c(NC(=O)c3ccccc3Cl)c2)cc1 (configuration not stated)	-10.6
COC(=O)c1ccc(C(=O)OC)c(NC(=O)c2cccc([N+](=O)[O-])c2C)c1	-7.8
O=S(=O)(NCc1ccncc1)c1ccc(Br)cc1	-3.0
S=P(c1ccc(N2CCOCC2)cc1N1CCOCC1)(N1CCOCC1)N1CCOCC1	-1.6
Cc1ccc(N(Cc2ccc(Br)cc2)C(=O)c2ccc(F)cc2)cc1	1.2
Cc1nc(SC(C)C(=O)O)c2c(=O)n(C)c(=O)n(C)c2n1 (configuration not stated)	-8.2
COC(=O)C1(CCSC)NC(c2ccc(O)cc2)C2C(=O)N(c3ccc4c(c3)OCCO4)C(=O)C21 (configuration not stated)	2.8
N#Cc1ccc(OCC(=O)NCCc2ccc(S(N)(=O)=O)cc2)cc1	-1.9
O=C(CSc1nnc(-c2ccccc2)o1)N1CCc2ccccc21	-2.0
OCC(CO)(CO)c1ccccn1	-1.6
FC(F)Oc1ccc(-c2csc(Cc3nnc4n3CCCCC4)n2)cc1	-4.2
O=C(CSc1nc2ccccc2o1)NCCC12CC3CC(CC(C3)C1)C2	-9.9
COC(=O)c1ccc(COc2ccc3c4c(c(=O)oc3c2)CCCC4)o1	-5.6
CCOC(=O)COc1ccc(Cl)cc1C1NC(=O)NC(C)=C1C(C)=O (configuration not stated)	6.9
O=C(Nc1nnc(-c2ccc(F)cc2)o1)c1ccco1	-12.6
CCOC(=O)C1=C(C)N=c2s/c(=C\c3cccn3C)c(=O)n2C1c1cccc(OC)c1OC (configuration not stated)	5.1
CCOc1nc(SCCOc2ccccc2)nc(N(C)C)n1	-0.2
COCCN1CCN(c2c(C)c(C)nc3cc(-c4cccc(OC)c4)nn23)CC1	-1.3
COc1cccc(C(=O)Nc2ccccc2-c2nc3ccccc3s2)c1	-6.2
O=C(Nc1nnc(-c2ccccc2)o1)NC1CCCCC1	-3.8
CCOC(=O)C(Nc1cc2oc3ccccc3c2cc1OC)c1ccccc1 (configuration not stated)	-1.9
CC1CC(=O)c2cnc(NCC3CCCO3)nc2C1 (configuration not stated)	-8.3
COc1cccc(N2C(=O)C(CC(=O)Nc3ccc(F)cc3)N(C3CCCCC3)C2=O)c1 (configuration not stated)	8.3
COC(=O)Oc1c(Br)cc2oc(=O)sc2c1[N+](=O)[O-]	0.7
Cc1ccc(CCNC(=O)C2CCN(C(=O)c3sccc3-n3cccc3)CC2)cc1	-1.0
CSc1ccccc1C(=O)NC1CC2CCC1C2 (configuration not stated)	-8.2
N#Cc1sc2nc3c(c(C4CC=CCC4)c2c1N)CCC3 (configuration not stated)	-1.9
COc1ccc(C2=NN(C(=O)c3ccc(Br)o3)C(c3ccc(N(C)C)cc3)C2)cc1OC (configuration not stated)	-16.0
CC1CCN(C(=O)c2c[nH]c3ccc(S(=O)(=O)N4CCOCC4)cc3c2=O)CC1	1.8
COc1ccc(S(=O)(=O)Nc2ccc(F)c(F)c2)cc1Cl	-0.1
CS(=O)(=O)c1ccc2nc(NC(=O)c3cccc([N+](=O)[O-])c3)sc2c1	-5.5

Compound activity from PubChem.
